TDP1 cell noCPT = qHTS for Inhibitors of human tyrosyl-DNA phosphodiesterase 1 (TDP1): qHTS in cells in absence of CPT; DT40 Tdp1-/- hTDP1 cells, no CPT, ATP luminescence, 48 h; Potency, µM (titrated, usually from 46.2 µM), inactives show at the top dose activity change, negative = growth inhibition, most hits filed as inhibitors; hit rate 15% among 420,000; note: nearly all actives have a fitted effect of over 55% in size
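No-CPT arm: Tdp1-/-;hTDP1 DT40 cells (400/well) plus compounds, incubated ≥48 hr at 37 °C. Readout CellTiter-Glo luminescence.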
N370S GC = inhibitors or activators of N370S glucocerebrosidase for Gaucher disease; hit rate 0.092% among 330,000; P04062; N370S GC spleen homogenate, 4MU-glucoside fluorescence; Potency, µM (highest dose often 59.4 µM), for the others: at the highest dose activity change, negative = inhibition, hits mostly inhibitors;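 note: 0% = full enzyme activity and -100% = no enzyme basal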
TDP1 inh = TDP1 (human) enzyme inhibition; hit rate 0.28% among 350,000; Q9NUW8; AID 485290; recombinant TDP1, AlphaScreen DNA substrate cleavage; Potency, µM (series often up to 130 µM), for inactives: top-dose activity change, negative = inhibition, usual class: inhibitors; note: nearly all actives have a fitted effect of over 40% in size
Target sequence (Q9NUW8 whole entry, looked up): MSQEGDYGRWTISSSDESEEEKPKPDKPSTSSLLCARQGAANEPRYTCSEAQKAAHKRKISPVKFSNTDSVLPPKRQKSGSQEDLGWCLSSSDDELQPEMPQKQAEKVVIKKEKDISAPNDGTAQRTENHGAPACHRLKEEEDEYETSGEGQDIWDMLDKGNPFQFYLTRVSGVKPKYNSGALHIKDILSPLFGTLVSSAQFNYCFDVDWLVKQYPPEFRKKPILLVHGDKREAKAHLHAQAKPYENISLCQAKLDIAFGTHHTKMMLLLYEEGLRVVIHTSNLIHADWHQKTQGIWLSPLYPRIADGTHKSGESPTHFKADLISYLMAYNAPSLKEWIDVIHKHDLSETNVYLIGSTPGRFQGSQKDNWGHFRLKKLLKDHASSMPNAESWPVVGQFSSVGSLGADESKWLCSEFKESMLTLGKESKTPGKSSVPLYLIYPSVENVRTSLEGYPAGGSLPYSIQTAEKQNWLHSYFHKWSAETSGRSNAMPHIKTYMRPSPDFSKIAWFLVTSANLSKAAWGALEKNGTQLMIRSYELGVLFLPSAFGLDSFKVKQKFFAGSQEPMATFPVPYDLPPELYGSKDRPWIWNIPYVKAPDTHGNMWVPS
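Tdp1 1 nM final; 15 min RT w/ cpd; substrate 15 nM, 5 min; beads 10 ug/ml, 10 min; AlphaScreen read. Neg ctrl: no enzyme.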
* hit, by the source's call; ? = inconclusive; / = not tested or not shown; & = joins results of further samples; [ ] = remark or other dose. Calls come from the whole dose curve; as a rule, active = well fitted curve in the direction sought with a large enough effect; inconclusive = small, poorly fitted or top-dose-only effect, or another doubt; inactive = no such curve, though single readings can be large; an effect the other way counts as inactive or inconclusive. Unless noted, % is set by controls: 0 for no effect and ±100 for the full control effect; potency is the fitted concentration of half-maximal effect. A portion of the library. The share of hits here may be higher or lower than overall.

SMILES	TDP1 cell noCPT	N370S GC	TDP1 inh
CC(C)c1nc(CNC(=O)C2CCC(=O)N(CCc3cccc(F)c3)C2)cs1 (configuration not stated)	-13%	-2%	4%
O=C(Cc1ccccc1[N+](=O)[O-])NCc1ccncc1	0%	-21%	6%
COc1ccc(C2CC(=O)c3cnc(Nc4cc(C)cc(C)c4)nc3C2)cc1 (configuration not stated)	?	-32%	4%
O=C1c2ccccc2C(=O)N1c1ncc(Cc2ccc(Cl)cc2)s1	?	8%	5%
Cc1ccc(N2CC(C(=O)OCC(=O)Nc3cc(C)on3)CC2=O)c(C)c1 (configuration not stated)	14%	-3%	3%
COc1cccc(NS(=O)(=O)c2ccc3c(c2)N(C)C(=O)CC(=O)N3C)c1	-17%	/	6%
COC(=O)C1=CN(c2cccc(C(F)(F)F)c2)C=C(C(=O)OC)C1c1ccc(O)c(OC)c1	?	4%	/
COCCNC(=O)C1CCC(CNS(=O)(=O)c2cccc3nsnc23)CC1 (configuration not stated)	25%	5%	0%
Cc1ccc(S(=O)(=O)N2CC=C(C(=O)NC3CC3)CC2)cc1	?	-6%	/
Cc1ccc(OCC(=O)OCC(=O)Nc2ccc3c(c2)OCO3)cc1C	-4%	/	2%
Cc1nn(CCC(=O)NCc2cccc(Br)c2)c(=O)c2nn(-c3ccccc3)c(C)c12	?	/	8%
Cc1ccc(CNC(=O)c2ccc(N3CCC4(CC3)CC(c3ccccc3)=NO4)c(NC(=O)c3cccc(C)c3)c2)cc1	-26%	-14%	0%
COc1ccc(CNC(=O)c2cc3c(=O)n4cccc(C)c4nc3n(CC3CCCO3)c2=N)cc1 (configuration not stated)	?	-5%	4%
Cc1ccc2cc(CCNC(=O)C3CCCC3)c(=O)[nH]c2c1	-1%	2%	-1%
Cc1ccc(NC(=O)C2CCCN(S(=O)(=O)c3c(C)noc3C)C2)c(C)c1 (configuration not stated)	?	7%	7%
O=C(COc1ccc(C(=S)N2CCCC2)cc1)Nc1ccc(F)cc1	?	2%	6%[56.1 µM]
Cc1ccc2[nH]cc(C(=O)NCc3cccs3)c(=O)c2c1	23µM*	6%	0%
O=C1CCC(C(=O)NC2(C(=O)NC3CCCCC3)CCCCC2)N1 (configuration not stated)	1%	9%	-2%
O=C(Nc1ccc(N2CCOCC2)nc1)c1cccs1	-9%	0%	0%
CCN(CC)CCN(C)C(=O)CCc1nnc(-c2ccc(C)s2)o1	9%	6%	-2%

An excerpt from above in order of length of the SMILES, descending.
SMILES	TDP1 cell noCPT	N370S GC	TDP1 inh
Cc1ccc(NC(=O)C2CCCN(S(=O)(=O)c3c(C)noc3C)C2)c(C)c1 (configuration not stated)	?	7%	7%
CC(C)c1nc(CNC(=O)C2CCC(=O)N(CCc3cccc(F)c3)C2)cs1 (configuration not stated)	-13%	-2%	4%
O=C1CCC(C(=O)NC2(C(=O)NC3CCCCC3)CCCCC2)N1 (configuration not stated)	1%	9%	-2%
O=C(Nc1ccc(N2CCOCC2)nc1)c1cccs1	-9%	0%	0%

(continued)
SMILES	TDP1 cell noCPT	N370S GC	TDP1 inh
CCN(CC)S(=O)(=O)N1CCC(C(=O)NCc2ccc(C)cc2)CC1	-15%	-12%	2%
Cc1ccc(C(=O)Nc2nnc(S(=O)(=O)N3CCOCC3)s2)cc1	-29%&-24%	-11%	4%
COc1ccc(Cc2nc3ccc(C(=O)NCc4cc(C)no4)cc3o2)cc1OC	?	2%	2%
CCc1ccc(S(=O)(=O)Nc2ccc(-c3ccc(N4CCCCCC4)nn3)cc2)cc1	-7%	/	-1%
O=C(NCCc1ccc(F)cc1)C(=O)Nc1cc2c3c(c1)CC(=O)N3CCC2	?	-5%	-7%
Cc1nc2nc(C)c(CCC(=O)NCc3ccc4c(c3)OCO4)c(C)n2n1	4%	13%	4%
FC(F)(F)c1cccc(-c2cc3ccccc3nc2N2CCCC2)c1	?	-1%	3%
Cc1cc(NC(=O)CCS(=O)(=O)c2ccc3c(c2)NC(=O)C(C)S3)ccc1Br (configuration not stated)	?	8.9µM*	/
CC1CCN(C(=O)CSc2nc(-c3ccc(C(C)C)cc3)no2)CC1	23µM*	/	3%
COc1ccc([N+](=O)[O-])cc1NS(=O)(=O)c1ccccc1	-29%	11%	-1%
O=C(COc1ncnc2ccccc12)N1CCOCC1	-6%	6%	-1%
CCc1c(C)[nH]c2c1C(=O)C(CN1CCOCC1)CC2 (configuration not stated)	11%	2%	11%[56.1 µM]
Cc1ccc(C)c(S(=O)(=O)N2CCN(C(=O)Cn3c(=O)cnc4ccccc43)CC2)c1	-1%	-14%	3%
O=C(CSc1nnc2ccc(-c3ccco3)nn12)Nc1ccccc1F	-12%	-7%	/
CCN1C(=O)[C@H]2[C@@H](c3ccc(-c4ccc(F)cc4)cc3)N3CCCC[C@@]3(C(=O)OC)[C@H]2C1=O	?	4%	-4%
CCC(Oc1ccccc1)C(=O)NCc1ccc(S(N)(=O)=O)cc1 (configuration not stated)	-19%	-17%	5%
CCCN(CCC)S(=O)(=O)c1ccc(C(=O)Nc2nnc(-c3cccc(OC)c3)o2)cc1	5.2µM*	12%	3%
CCOc1ccccc1NC(=S)N1CCC(NC(=O)C(C)(C)C)CC1	-4%	6%	1%
COc1ccc(Br)cc1CNC(=O)Cc1cccs1	-5%	2%	/
O=[N+]([O-])c1ccc(/C=[N+](\[O-])[C@@H]2CCCC[C@@H]2/[N+]([O-])=C/c2ccc([N+](=O)[O-])o2)o1	10µM*	9%	/
COc1ccccc1CNc1ncncc1-c1ccc2c(c1)OCO2	?	-4%	/
NS(=O)(=O)c1ccc(NC(=O)CN2CCc3ccccc3C2)cc1	-11%	-1%	10%
COc1ccc(/C=N/NC(=O)c2cccc(Br)c2)cc1CN1CCOCC1	-4%	-2%	3%
O=C1NNC(c2ccccc2)=N/C1=C\c1ccccc1Cl	-17%	10%	10%
CCOC(=O)C1CCN(c2c([N+](=O)[O-])c(C(Cl)Cl)nn2-c2ccccc2)CC1	?	4%	9%
Cc1cccc(-n2ncc3c(Nc4ccc(Oc5ccc(Cl)cc5)cc4)ncnc32)c1	15µM*	/	0%
Cc1ccc(C(=O)NCC(c2ccco2)N2CCCCC2)s1 (configuration not stated)	?	/	0%
COCCCn1cc(C(=O)c2cc(OC)ccc2OCC(=O)Nc2cc(C)on2)cc(C#N)c1=O	-17%	4%	5%
COc1ccccc1CNC(=O)C12CC3CC(CC(C3)C1)C2	?	-4%	/
Nc1c(C(=O)NCc2ccco2)c2nc3ccccc3nc2n1CCc1ccc(F)cc1	18µM*	26%[12.8 µM]	-2%
COCC(=O)Nc1nc(-c2ccc([N+](=O)[O-])cc2)cs1	?	-5%	1%
CN(C(=O)CSc1nnc(-c2ccncc2)n1Cc1ccccc1)C1CCS(=O)(=O)C1 (configuration not stated)	/	-4%	6%
COc1ccccc1CNS(=O)(=O)c1ccc2c(c1)CC(C)N2C(=O)C1CC1 (configuration not stated)	?	-2%	0%
COc1cc(S(=O)(=O)N2CCN(C(=O)c3ccccc3)CC2)c(OC)cc1Br	?	-14%	3%
CCOC(=O)N1CCN(CC(O)COc2ccc(-c3ccccc3)cc2)CC1 (configuration not stated)	?	-11%	4%
COc1cc(C(C)=O)ccc1OCCCN1CCC(Cc2ccccc2)CC1	?	1%	6%
Cc1cc(C)nc(NC(=O)C(C)C)n1	1%	3%	5%
O=S(=O)(NCCN1CCOCC1)c1ccc2ccccc2c1	?	/	0%
Cc1snc(SCC(=O)N/N=C(\N)COc2cccc(C(F)(F)F)c2)c1C#N	-6%	0%	0%
Cc1ccc(N2C(=O)SC(N(CC(=O)O)c3ccc(C)cc3)C2=O)cc1 (configuration not stated)	-1%	3%	-6%
CCc1noc(C)c1C(=O)NNC(=O)COc1ccc(Br)cc1	10%	-5%	2%
O=C(Nc1ccc(Cl)c(S(=O)(=O)N2CCOCC2)c1)c1ccc2c(c1)OCO2	?	/	3%
CCOC(=O)N/N=C(\CCC(=O)O)c1cccs1	3%	4%	/
O=[N+]([O-])c1cc(/C=N/N2CCN(c3ccccc3)CC2)ccc1Cl	-24%	4%	2%
Cn1c(Cc2ccc3c(c2)OCO3)nnc1SCC(=O)NC1CCCC1	/	-5%	5%
Cc1ccc(-n2nc(C)c3c(C)cc(=O)n(CC(=O)NCc4ccc(OC(C)C)cc4)c32)cc1	-11%	/	10%
Cc1ccc(CCNC(=O)c2cc(S(=O)(=O)N3CCCCC3)c[nH]2)cc1	-25%	-18%	/
CCC(CO)n1c(=S)[nH]c2cc(OC)c(OC)cc2c1=O (configuration not stated)	8%	2%	2%
OC1CN=C2CCCc3c2n(c2ccc(Cl)cc32)C1 (configuration not stated)	-23%	-17%	5%
NCCOc1ccccc1-c1ccccc1	?	-18%[2.35 µM]	2%
O=[N+]([O-])c1ccc(Cl)cc1CN1CCCCCC1	?	-8%	/
COc1ccc(CCn2c(-c3cccc([N+](=O)[O-])c3)nc3nc4ccccc4nc32)cc1OC	-11%	3%	3%
COc1ccc(S(=O)(=O)NNC(=O)Nc2ccccc2OC)c(OC)c1	7%	-5%	1%
CCOC(=O)N1CCN(S(=O)(=O)c2ccc(F)c(C(=O)Nc3ccc(C)c(Cl)c3)c2)CC1	21µM*	-11%	0%
C[C@H](O)CC1=C[C@H](O)[C@@H](C)OC1=O	5%	12%	-9%
O=C(CCCOc1ccccc1)Nc1ccc(S(=O)(=O)Nc2ccccn2)cc1	-1%	2%	4%
COc1ccc(-n2cc(CN[C@H]3CCCCNC3=O)c(-c3cccc(F)c3)n2)cc1	5.8µM*	-5%	/
Cc1nc2ccc(NC(=O)Nc3ccnc4cccnc34)cc2o1	21µM*	10%	14%[56.1 µM]
CCCC(c1nnnn1Cc1ccc(OC)cc1)N1CCC(C(N)=O)CC1 (configuration not stated)	4%	-1%	0%
CCn1cc(/C=N\NC(=O)c2cc(-c3ccccc3OC)nc3ccccc23)c(C)n1	16µM*	26%	3%

Single records (already shown):
`Cc1ccc(CCNC(=O)c2cc(S(=O)(=O)N3CCCCC3)c[nH]2)cc1` as listed: TDP1 cell noCPT: -25%; N370S GC: -18%; TDP1 inh: /
`O=C1NNC(c2ccccc2)=N/C1=C\c1ccccc1Cl` as listed: TDP1 cell noCPT: -17%; N370S GC: 10%; TDP1 inh: 10%
`CCc1noc(C)c1C(=O)NNC(=O)COc1ccc(Br)cc1` as listed: TDP1 cell noCPT: 10%; N370S GC: -5%; TDP1 inh: 2%

The results go on.
SMILES	TDP1 cell noCPT	N370S GC	TDP1 inh
COc1ccccc1NS(=O)(=O)c1ccc(C)c(NC(=O)c2ccc(S(=O)(=O)N3CCCCCC3)cc2)c1	21µM*	?	-2%
S=c1[nH]nc(-c2cc(-c3ccccc3)n[nH]2)n1/N=C/C=C/c1ccco1	?	4%	1%
O=C1C(NS(=O)(=O)c2cccs2)=C(N2CCN(Cc3ccccc3)CC2)C(=O)c2ccccc21	16µM*	-8%	/
COc1ccc(-c2nnc3cccc(Cl)n23)c(OC)c1	-3%	-14%	/
CCOC(=O)C(=Nc1ccccc1)NO	-3%	6%	3%
Cc1ccc(C(=O)OCN2C(=O)c3ccccc3C2=O)c(O)c1	3%	14%	4%[56.1 µM]
Fc1ccccc1NC(=S)NCCc1ccc(Cl)cc1	-24%	7%	0%
COc1cccc(-c2cc(-c3cccnc3)nc(N)c2C#N)c1	-9%	-14%	6%
CCOc1ccc(CNCc2c(C(=O)O)c(C)n(Cc3ccc(C)cc3)c2C)cc1	18µM*	/	0%
COC1=C(OC)C(=O)C(C/C=C(\C)CC/C=C(\C)CC/C=C(\C)CC/C=C(/C)CC/C=C(\C)CC/C=C(\C)CC/C=C(\C)CC/C=C(\C)CC/C=C(\C)CCC=C(C)C)=C(C)C1=O	2%	-5%	4%
C=CCn1c(NC(=O)c2ccco2)nc2ccccc21	-23%	-1%	5%
Cc1c(C)c(C)c(CO/N=C/c2cccs2)c(C)c1C	?	2%	0%
CCn1c(SCC(=O)N2CCOCC2)nc2oc3c(Cl)cc(Cl)cc3c(=O)c2c1=O	/	-3%	6%
CC(C)(C)c1ccc(CCC(CC(=O)O)CC(=O)O)cc1	-3%	5%	5%
Cc1ccc(CNCC2CCCO2)o1 (configuration not stated)	9%	4%	1%
Cc1ccc(/C=C/C2=NN(C)C(=O)CC2)cc1	?	2%	3%
COc1ccc(-c2cn3c(C)c(C(=O)NC(C)C)sc3n2)cc1	-23%	4%	4%
CCOC(=O)c1ccc(NC(=S)N2CCSC2c2ccc(Br)cc2)cc1 (configuration not stated)	?	-1%	6%
CCCN1CNc2c(c(=O)[nH]c(=S)n2CCc2cc(Cl)cc(Cl)c2)C1	4µM*	/	2%[96 µM]
COc1ccccc1C(=O)NC(=O)CSc1nc2nc(C)cc(C)n2n1	1%	/	2%
CN(Cc1ccccc1)C(=O)NC1CCCCC1	7%	12%	7%
CC(C)(C)OC(=O)NCCCCCc1nnc(SCc2ccccc2)o1	?	16%	0%
O=C(CCc1nc(CN2CCN(S(=O)(=O)c3ccc(Cl)cc3)CC2)no1)N1CCCCC1	-21%	/	6%

High-throughput results deposited in PubChem BioAssay by National Center for Advancing Translational Sciences (NCATS).
